Screening data: PubChem, Broad Institute
PGC1a acetyl inh: PGC1a acetylation modulation, inhibitor mode; inhibition, % at 15.6 µM; U2OS PGC1a acetylation, AlphaScreen anti-acetyl-lysine; with virally co-expressed GCN5 acetyltransferase; actives 0.17% (n = 350,000);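 active = every replicate shows inhibition of at least 40%; inconclusive = mean inhibition at least 40% but some replicate below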;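 note: 0% = neutral control wells and 100% = positive control wells; some results beyond the cut were filed as inactive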
LGR2 antag: Drosophila LGR2 receptor signaling inhibition. inhibition, % at 9.99 µM. HEK293 LGR2, CRE-luciferase, bursicon-stimulated, 4 h. AID 720647. actives 0.35% (n = 380,000);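 active = drop in luminescence signal, shown as inhibition above about 50% in the replicate tests, limit read from the data, passing the limit was not always enough; inconclusive = probably only some replicates passing the limit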;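 note: agonist challenge used bursicon conditioned medium at about half maximal strength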
FN deposition inh: fibronectin deposition inhibition; AH1F fibroblasts, Alexa488-fibronectin deposition fluorescence, overnight; inhibition, % at 12.6 µM; actives 0.086% (n = 350,000); AID 743247;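 active = mean inhibition across replicates of 30% or more, regardless of how many single replicates reach that level; inconclusive = mean under 30% yet at least half of replicates reach 30%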;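 note: positive control wells lacked labelled fibronectin entirely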
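Material: AH1F fibroblasts assembling fluorescent fibronectin matrix; amount: 10000 AH1F cells/well; medium: DMEM, 2% serum; reagent: Alexa488-fibronectin, 24 nM final in well; dosing: single compound dose, delivered by pin transfer; incubation: 1 h adhesion, overnight exposure; detection: fluorescence after three HBSS washes, excitation 485 nm, emission 525 nm; measure: fibronectin deposition inhibition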
PglD DTNB: blocks C. jejuni PglD acetyltransferase activity; actives 0.098% (n = 360,000); inhibition, % at 12.5 µM; AID 602405; purified PglD enzyme, DTNB colorimetric CoA detection; in the data active = inhibition above about 16%, passing the limit was not always enough; inconclusive = no clear call, values can overlap the other calls; note: strong numbers were not always called active
S100A4 MyoIIA: blocks human S100A4 binding to myosin IIA peptide. P26447. S100A4/TAMRA-MyoIIA peptide fluorescence polarization. inhibition, % at 10.7 µM. actives 0.14% (n = 360,000);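 active = mean inhibition of at least 70% across replicates, with every replicate also reaching that level; inconclusive = mean inhibition reaches 70% but some replicates fall short; inactive = mean inhibition below 70%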
Target sequence (P26447 whole entry, looked up): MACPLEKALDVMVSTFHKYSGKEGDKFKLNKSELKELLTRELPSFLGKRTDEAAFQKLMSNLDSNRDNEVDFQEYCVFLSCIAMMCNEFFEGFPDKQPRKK
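Assay system: human S100A4 monomer with TAMRA-labelled myosin IIA peptide / Buffer or medium: Calcium-containing HEPES buffer, pH 7.2 / Reagent: TAMRA-labelled myosin IIA heavy-chain peptide probe, 5 nM / Compound: one dose per compound / Timing: polarization read 5 min after assay mix addition, stable 5–60 min / Benchmarks: neutral control DMSO, positive control TFP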
EWS-Fli inh: blocks EWS/Fli oncoprotein-driven transcription; AID 651661; inhibition, % at 12.6 µM; A673 NR0B1-luciferase reporter, viability-normalised; actives 0.67% (n = 350,000);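 active = mean inhibition of at least 50% after viability correction, with every replicate also passing that limit; inconclusive = mean reaches 50% but only one of two replicates passes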;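 note: firefly luciferase signal divided by Alamar Blue viability fluorescence both relative to DMSO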
PAX8 reporter: PAX8 transcriptional activity inhibition; actives 1.2% (n = 360,000); AID 652154; RMG-I TPO-luciferase reporter, SteadyGlo, 24 h; inhibition, % at 12.6 µM;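 active = mean replicate inhibition at least 60% with every replicate also reaching 60%; inconclusive = only one of the two criteria is met; inactive = mean below 60% and not all replicates reaching 60%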;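 note: luciferase light reporting Pax8 driven TPO promoter activity; plate controls were median of neutral control wells for no effect and mitoxantrone controls for full effect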
ERAP1 HTS inh: inhibitors of human ERAP1 aminopeptidase | Q9NZ08 | recombinant ERAP1, Leu-AMC fluorescence, 60 min | inhibition, % at 10.7 µM | actives 0.15% (n = 340,000);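 active = mean replicate inhibition of at least 30%, or all replicates individually reaching that 30% level; inactive = mean below 30% and not every replicate reaching it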;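 note: 0% = neutral control wells and 100% = L-leucinethiol positive control wells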
Target sequence (Q9NZ08 whole entry, looked up): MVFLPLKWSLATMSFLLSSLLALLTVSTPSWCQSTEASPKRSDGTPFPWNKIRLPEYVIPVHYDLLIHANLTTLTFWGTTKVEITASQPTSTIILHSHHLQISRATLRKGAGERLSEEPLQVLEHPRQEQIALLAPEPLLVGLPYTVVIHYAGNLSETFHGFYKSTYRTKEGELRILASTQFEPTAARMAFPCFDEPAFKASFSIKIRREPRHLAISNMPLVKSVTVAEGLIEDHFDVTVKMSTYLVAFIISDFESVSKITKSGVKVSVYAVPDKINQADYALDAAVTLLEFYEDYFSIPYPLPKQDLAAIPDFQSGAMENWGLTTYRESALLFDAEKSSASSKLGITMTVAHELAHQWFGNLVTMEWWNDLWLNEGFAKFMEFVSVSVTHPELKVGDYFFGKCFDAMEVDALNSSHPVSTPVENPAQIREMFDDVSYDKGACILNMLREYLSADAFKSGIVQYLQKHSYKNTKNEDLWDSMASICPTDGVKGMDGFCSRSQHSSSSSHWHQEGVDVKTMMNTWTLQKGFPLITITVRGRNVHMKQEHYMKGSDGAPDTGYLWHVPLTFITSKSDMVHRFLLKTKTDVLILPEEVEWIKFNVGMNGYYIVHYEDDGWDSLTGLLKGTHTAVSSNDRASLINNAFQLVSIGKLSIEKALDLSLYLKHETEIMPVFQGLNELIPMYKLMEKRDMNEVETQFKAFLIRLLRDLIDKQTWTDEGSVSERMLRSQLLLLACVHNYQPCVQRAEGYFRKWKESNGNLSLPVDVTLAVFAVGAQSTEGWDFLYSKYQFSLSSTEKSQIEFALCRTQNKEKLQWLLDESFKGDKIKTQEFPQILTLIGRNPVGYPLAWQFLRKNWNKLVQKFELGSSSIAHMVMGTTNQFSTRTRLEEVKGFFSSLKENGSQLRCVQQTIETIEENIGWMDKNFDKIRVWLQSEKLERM
Active calls of the source: *; ? = inconclusive; . = not tested or not shown; & = joins results of further samples; ! = not active in a repeat.

item | smiles | FN deposition inh | ERAP1 HTS inh | S100A4 MyoIIA | EWS-Fli inh | PglD DTNB | LGR2 antag | PAX8 reporter | PGC1a acetyl inh
1 | CCCCn1nc2cc(C(=O)NCC34CC5CC(CC(C5)C3)C4)ccc2c1OC | 11 | -3 | -4 | 6 | -6 | -4 | -7 | -1
2 | O=C(c1cccc(F)c1)N1CCCCN2[C@H](CO)[C@@H](c3ccc(-c4ccccc4)cc3)[C@H]2C1 | . | . | . | 2 | 1 | -9 | -7 | 6
3 | CCCc1cc(=O)oc2c3c(cc(OCC(=O)N[C@@H](C)C(=O)O)c12)OC(C)(C)CC3 | 0 | -1 | -1 | 6 | 3 | -9 | 7 | -1
4 | Cn1cc(CN2CCN(Cc3ccc4c(c3)OCO4)CC2)c(-c2ccccc2F)n1 | 2 | -4 | -3 | 7 | . | -19 | 7 | .
5 | Cc1ccc(S(=O)(=O)N2CCN(C(=O)N(C)C)CC2)cc1 | 9 | 1 | 4 | 2 | . | -17 | 9 | .
6 | CC(=O)O[C@H]1C[C@@H](n2cnc3c(Cl)ncnc32)[C@@H]2OC(C)(C)O[C@@H]21 | -1 | -7 | -2 | -3 | . | -33 | -32 | .
7 | Cc1ccc(CNC(=O)CN2C(=O)COc3ccc(C)cc32)cc1 | 0 | . | . | . | 1 | . | -9 | -5
8 | C[C@@H]1CN([C@H](C)CO)C(=O)c2cccc(NC(=O)C3CCOCC3)c2O[C@H]1CN(C)C(=O)Nc1ccc(F)cc1 | . | 1 | 14 | 2 | -1 | 11 | -1 | 2
9 | CN1CCN(c2ccc(-c3cc(NC=O)c4ncc(-c5ccccc5)n4c3)cc2)CC1 | . | 1 | -1 | -16 | -9 | -15 | -48 | -10
10 | COc1ccc(Cc2nnc(Nc3ccccc3)s2)cc1Br | -5 | -2 | 5 | -6 | 9 | -25 | -6 | .
11 | O=C(Nc1ccc2c(c1)OCO2)O[C@@H]1C[C@H]2CCCC(=O)N3CC[C@@H](C1)[C@@H]23 | -2 | -5 | -2 | -8 | 3 | 14 | -3 | 6
12 | O=C(Nc1nnc([C@@H]2C[C@H](O)[C@@H](CO)O2)s1)Nc1ccccc1F | . | -3 | -2 | -39 | -4 | 25 | -140 | 4
13 | CC(Sc1ccccc1)C(=O)NNC(=O)c1csc(N2CCOCC2)n1 (stereo unspecified) | -1 | 1 | 5 | 2 | . | -18 | -8 | .
14 | COCCNC(=O)C(c1cccs1)N(C(=O)Cn1nnc2ccccc21)c1ccc(OC)cc1 (stereo unspecified) | 6 | . | . | . | 0 | . | 18 | 4
15 | Cc1cc(N2CCN(C)CC2)nc2ccc(NC(=O)c3ccccc3F)cc12 | -18 | 13 | 0 | -96 | -5 | -7 | -56 | -16
16 | C=CC[C@H](CC(=O)N(CCO)Cc1ccccc1)C(=O)NCCOC(=O)[C@H](CC=C)CC(=O)OC(C)(C)C | -1 | . | 0 | -1 | -5 | 0 | 1 | .
17 | CN(C)C(=O)c1ccc(-c2ccc([C@@H]3[C@@H](CO)N4C(=O)CN(C(=O)C5CCCC5)C[C@@H]34)cc2)cc1 | -1 | 7 | 5 | 7 | . | -1 | -3 | -3
18 | COc1ccc(CCNC(=O)COC(=O)c2cc(S(=O)(=O)N3CCCC3)ccc2O)cc1 | -2 | 3 | -1 | -14 | -2 | 10 | -10 | 7
19 | O=C(Nc1cccc(S(=O)(=O)C(F)F)c1)c1ccc(S(=O)(=O)N2CCCCC2)cc1 | 17 | -4 | 6 | 20 | 5 | . | 23 | -41
20 | CCCc1cc(N2CCN(C(=O)c3ccco3)CC2)n2c(nc3ccccc32)c1C#N | 5 | . | . | . | 2 | . | 34 | 10
21 | Cc1cccc(N)c1SC1CCCCC1O (stereo unspecified) | -2 | -1 | -2 | -8 | . | . | 15 | .
22 | Cc1cc(Cl)ccc1OCCCC(=O)N/N=C/c1cccc([N+](=O)[O-])c1 | 10 | . | . | . | 3 | -5 | 23 | .
23 | COc1ccc(/C=N/NC(=O)NC23CC4CC(CC(C4)C2)C3)c(OC)c1 | -1 | 1 | -4 | 3 | -10 | -5 | -2 | 5
24 | COc1cc(/C=C/C(=O)OCC(=O)NCc2ccco2)ccc1O | 7 | -1 | -1 | 24 | -2 | -1 | 17 | -10
25 | C[C@H](CO)N1C[C@H](C)[C@@H](CN(C)CC2CCCC2)Oc2ncc(-c3cccc(F)c3)cc2C1=O | -7 | -3 | 15 | -13 | 2 | -3 | -2 | -14
26 | CCc1nnc2n1N=C(c1cccc([N+](=O)[O-])c1)CS2 | 7 | 1 | 8 | 3 | 0 | 3 | 8 | .
27 | CC(C)c1nc2oc3c(NCc4cccnc4)ncnc3c2c2c1CCC2 | 8 | . | . | . | 4 | . | 6 | -21
28 | O=C(COC(=O)c1ccco1)NCC1CCCCC1 | -7 | 8 | 1 | -2 | -4 | -4 | 6 | -43
29 | CC(=O)NC(c1cccc(F)c1)c1nc(-c2cc(F)cc(Cl)c2)cs1 (stereo unspecified) | -7 | 0 | -1 | -2 | -7 | . | -26 | 5
30 | OCC1CCCN(c2nc(CN3CCCCC3)nc3scc(-c4ccccc4)c23)C1 (stereo unspecified) | 0 | -3 | -2 | 12 | . | -1 | 0 | .
31 | Cc1ccc(CCNC(=O)CN(c2ccc(C)cc2)S(=O)(=O)c2c(C)noc2C)cc1 | -10 | -1 | -6 | 1 | 2 | -9 | 4 | -9
32 | COC(=O)[C@@]1(Cc2ccc(OC)cc2)[C@H]2c3cc(C(=O)N4CCCC4)n(CCN4CCOCC4)c3C[C@H]2CN1C(=O)c1ccccc1 | 0 | . | -10 | 0 | . | -22 | 0 | .
33 | C[C@@H]1CCCCO[C@@H](CN(C)C(=O)C2CCCCC2)[C@H](C)CN([C@H](C)CO)C(=O)c2cc(NS(=O)(=O)c3ccc(Cl)cc3)ccc2O1 | -6 | 4 | 1 | 42 | -1 | 23 | 79* | -2
34 | CC(=O)Nc1ccc2c(c1)C(=O)N(C)[C@H]1CC[C@@H](CC(=O)NCc3ccc(Cl)cc3)O[C@@H]1CO2 | -8 | -1 | 4 | -2 | 0 | 3 | 4 | 3
35 | C[C@H](CO)N1C[C@H](C)[C@H](CN(C)Cc2ccccc2)Oc2ncc(C3=CCCCC3)cc2C1=O | . | 1 | -23 | 4 | 0 | 2 | . | -14
36 | Cc1ccnc(NC(=O)CSc2ccccn2)c1 | -5 | 7 | -12 | -4 | . | -23 | -21 | -14
37 | C[C@@H]1CN([C@@H](C)CO)C(=O)c2cc(C#C[C@@H](C)O)cnc2O[C@H]1CN(C)Cc1cccc(C(=O)O)c1 | . | 1 | -22 | -19 | 1 | 3 | . | 1
38 | Cc1cc(C)nc(SCc2ccc(Cl)cc2)n1 | 5 | 3 | -8 | 4 | 2 | 8 | -2 | 17
39 | COc1ccccc1NC(=O)Nc1ccc2c(c1)C(=O)N(C)C[C@H](OC)[C@H](C)CN(C)[C@H](C)CO2 | 1 | . | . | 1 | . | -8 | -4 | 15
40 | C=CCNC(=O)c1ccc(N(Cc2ccc(Cl)cc2)S(C)(=O)=O)cc1 | -3 | 1 | 2 | 7 | -3 | 3 | -11 | 7
41 | CCc1nc2c(OCCC3CCCCC3)cccn2c1N(C=O)Cc1ccc(OC)cc1 | -1 | 0 | -4 | 13 | 0 | -13 | -3 | .
42 | Cc1noc(C)c1NC(=O)Nc1ccc2c(c1)C(=O)N([C@@H](C)CO)C[C@@H](C)[C@H](CN(C)Cc1ccc(C(F)(F)F)cc1)OCCCC[C@@H](C)O2 | . | 1 | -2 | -1 | 1 | -7 | 17 | -5
43 | O=C1CNC(=S)N1Cc1ccc(Cl)cc1 | -1 | 1 | -2 | -3 | -7 | 10 | -30 | .
44 | O=C(O)c1ccccc1-c1ccccc1C(=O)Nc1ccc2c(c1)C(O)c1ccccc1-2 (stereo unspecified) | 2 | -2 | -1 | 17 | . | 10 | 4 | .
45 | O=C(Nc1nc(-c2cccs2)c(C(=O)C(F)(F)F)s1)c1ccccc1 | 0 | 6 | 2 | 11 | -4 | 6 | 10 | -4
46 | COc1ccccc1NC(=O)C(=O)Nc1ccccn1 | . | 12 | 10 | -67 | 2 | 14 | . | 5
47 | COc1cccc2c1cc1c(=O)n(CC(=O)N3CCC(C)CC3)nc(C)n12 | 10 | -4 | -10 | . | 2 | 12 | 7 | .
48 | COc1ccc(-n2c(Cc3cccn3C)nnc2SCC(=O)Nc2ccccc2)cc1 | 18 | -7 | 4 | 6 | -4 | -14 | 12 | -3
49 | C=CCNCc1cccn1-c1sc2c(c1C#N)CCCC2 | -8 | . | . | . | 4 | . | 5 | -10
50 | CCCCN1C(=O)N(c2nnc(C(C)(C)C)s2)C(O)C1c1ccc(C)cc1 (stereo unspecified) | 3 | . | -5 | 0 | . | -20 | -7 | .
51 | CCC(=O)N1C[C@@H](C)[C@H](OC)CN(C)C(=O)c2ccc(NC(=O)C3CC3)cc2OC[C@H]1C | 1 | -3 | -1 | -6 | 3 | 14 | 4 | -1
52 | O=C(NNS(=O)(=O)c1ccc(C(F)(F)F)cc1)c1cnn(-c2ccccc2)c1C(F)(F)F | -7 | 1 | 3 | 1 | . | -5 | 9 | .
53 | Cc1ccc(-c2csc(NC(=S)NC(=O)c3cccs3)n2)cc1 | -14 | . | . | . | -1 | -6 | 11 | .
54 | Cc1cc(-n2cnc3c(=O)[nH]cnc32)ccc1N | -3 | 2 | 0 | 5 | -2 | -1 | -3 | .
55 | CC(Sc1n[nH]c(-c2cccs2)n1)C(=O)Nc1ccccc1F (stereo unspecified) | -8 | -3 | -5 | -1 | 1 | 7 | -16 | -4
56 | O=C(OCC1OC(n2cc(Br)c(=O)[nH]c2=O)C(Br)C1O)c1ccccc1 (stereo unspecified) | -1 | 1 | 1 | 1 | 4 | 9 | 1 | 3
57 | CCC(=O)N1CCCCN2[C@H](C1)[C@H](c1ccc(C#Cc3ccccc3)cc1)[C@@H]2CO | . | -1 | -19 | 21 | 0 | -3 | 22 | -17
58 | C[C@H](CO)N1C[C@H](C)[C@H](CN(C)Cc2ccc(C(F)(F)F)cc2)Oc2c(NC(=O)NC3CCCCC3)cccc2C1=O | 0 | -4 | 2 | 8 | 0 | -2 | . | 2
59 | CCOc1nc(NC(=O)NS(=O)(=O)c2ccccc2F)nc(-c2ccccc2)n1 | 5 | 0 | -2 | -23 | . | . | -40 | ?
60 | CCN1CCN(Cc2ccc(NC(=O)c3cc(NC(=O)c4cc5cccc(OC)c5o4)cc(OC)c3)cc2C(F)(F)F)CC1 | -8&-7 | 8&-2 | 4&4 | 53*! | 2&2 | 12&24 | 90*! | -34&-22
61 | Cc1cccc(NC(=O)c2ccc3c(c2)OCCO3)c1C | -4 | 1 | 2 | -100 | -2 | -33 | -140 | 13
62 | COc1ccc2nc(Nc3nc(C)c(C(C)=O)s3)sc2c1 | -4 | . | . | . | -6 | . | -194 | 5
